# PriA SSB inh: inhibitors of Klebsiella pneumoniae PriA binding to SSB C-terminal tail. hit rate 0.6% among 430,000. inhibition, % at 33 µM. AlphaScreen SSBct-PriA binding, biotinylated peptide. AID 1272365; in the data active means inhibition mostly above about 37%, no sharp cut-off; inactive means mostly below about 20%;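 further: plate controls were negative control peptide for no effect and reference peptide for full effect; strong numbers were not always called active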
# CCHFV vOTU inh: CCHFV vOTU protease inhibition. Pep-AMC fluorescence. inhibition, % at 11.5 µM. hit rate 0.55% among 370,000. AID 651958; in the data active means inhibition above about 30%; further: 0% = vehicle wells with enzyme and 100% = no enzyme wells
# TcdB inh: blocks C. difficile toxin B glycohydrolase activity. hit rate 0.24% among 350,000. inhibition, % at 9.99 µM. P18177. TcdB glycohydrolase enzymatic assay, plate reader; in the data active means inhibition above about 10%
# 3CLpro inhibitor: SARS-CoV 3CLpro protease inhibition | inhibition, % at 6 µM | P0C6X7 | hit rate 0.14% among 290,000 | recombinant SARS-CoV 3CLpro, quenched FRET peptide cleavage | AID 1706; in the data active means inhibition above about 12%
# PfHsp40 yeast: compounds rescuing yeast from Plasmodium falciparum HSP40 toxicity | S. cerevisiae expressing PfHsp40, growth rescue, ATP luminescence | hit rate 0.68% among 340,000 | growth rescue, % at 12.5 µM | AID 504582; in the data active means growth rescue above about 28%, passing the limit was not always enough; inconclusive means no clear call, values can overlap the other calls;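 further: yeast W303a lacking pdr1 and pdr3 grown in galactose medium; growth measured after three days at 30 °C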
# DUSP3 inh: blocks human VHR1 dual specificity phosphatase; P51452; recombinant VHR phosphatase, pNPP absorbance; inhibition, % at 13.3 µM; hit rate 0.52% among 290,000; AID 1654; in the data active means inhibition above about 50%; further: some compounds called inactive have numbers as strong as hits
# Target sequence (P51452 whole entry, looked up): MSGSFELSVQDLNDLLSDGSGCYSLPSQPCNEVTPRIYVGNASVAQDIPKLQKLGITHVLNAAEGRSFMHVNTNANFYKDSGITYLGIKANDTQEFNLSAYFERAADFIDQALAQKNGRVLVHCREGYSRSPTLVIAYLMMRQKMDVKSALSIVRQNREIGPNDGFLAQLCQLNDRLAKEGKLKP
# BoNT-A LC inh2: BoNT A light chain protease inhibition | multiplex microsphere protease substrate cleavage, flow cytometry | inhibition, % at 10 µM | hit rate 0.17% among 360,000 | AID 588499; further: plate controls were buffer without enzyme for full effect and enzyme alone for no effect
# Anthrax LF inh2: anthrax lethal factor protease inhibition; P15917; multiplex microsphere protease cleavage assay, LF; inhibition, % at 10 µM; hit rate 0.12% among 360,000; AID 588501; further: plate controls were buffer without enzyme for full effect and enzyme alone for no effect
# Target sequence (P15917 whole entry, looked up): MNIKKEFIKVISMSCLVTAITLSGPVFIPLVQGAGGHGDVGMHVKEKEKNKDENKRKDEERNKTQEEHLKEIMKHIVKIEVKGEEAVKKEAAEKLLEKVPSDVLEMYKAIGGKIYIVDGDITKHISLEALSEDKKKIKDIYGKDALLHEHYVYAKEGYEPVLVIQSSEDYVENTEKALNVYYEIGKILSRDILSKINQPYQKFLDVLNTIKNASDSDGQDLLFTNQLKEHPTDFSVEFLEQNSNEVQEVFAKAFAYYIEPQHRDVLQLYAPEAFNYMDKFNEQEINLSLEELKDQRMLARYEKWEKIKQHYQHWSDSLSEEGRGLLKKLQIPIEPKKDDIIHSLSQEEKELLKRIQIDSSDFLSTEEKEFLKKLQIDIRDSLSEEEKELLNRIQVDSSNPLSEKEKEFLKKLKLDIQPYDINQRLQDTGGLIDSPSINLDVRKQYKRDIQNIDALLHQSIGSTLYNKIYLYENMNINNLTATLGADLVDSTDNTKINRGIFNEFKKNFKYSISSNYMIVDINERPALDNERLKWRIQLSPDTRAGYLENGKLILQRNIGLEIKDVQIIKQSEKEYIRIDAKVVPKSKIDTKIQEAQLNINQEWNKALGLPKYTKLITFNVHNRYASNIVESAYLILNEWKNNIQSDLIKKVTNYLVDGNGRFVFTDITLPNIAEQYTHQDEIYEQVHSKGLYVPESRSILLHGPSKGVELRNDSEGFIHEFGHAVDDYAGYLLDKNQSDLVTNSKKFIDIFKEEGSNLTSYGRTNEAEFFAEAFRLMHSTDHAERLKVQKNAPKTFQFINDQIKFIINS
# Yp Topo-I inh: Y. pestis Topo-I inhibition via cleavage products | Y. pestis Topo-I cleavage product accumulation, plate reader | activity, % at 10 µM | hit rate 0.064% among 360,000; in the data active means activity above about 50%, passing the limit was not always enough; inconclusive means no clear call, values can overlap the other calls; further: inactives centre near 2
# BH1578 lux ind: quorum light induction in luxS cqsA deficient V. cholerae; hit rate 0.16% among 350,000; V. cholerae BH1578 lux reporter, luminescence, 6 h; activation, % at 18.7 µM; AID 588436; in the data active means activation mostly above about 9.7%, no sharp cut-off; inconclusive means no clear call, values can overlap the other calls; inactive means mostly below about 3.7%; further: not every result past the cut was called active; inactives centre near 0; reference of the scale not given here
# Starred values were filed as active, the others as inactive; i = inactive; ? = inconclusive; . = not tested or not shown. Unless noted, no stated cut-off is given here; in the data, active means inhibition above about 30%; inconclusive means no clear call, values can overlap the other calls; inactive means below that.
SMILES,PriA SSB inh,CCHFV vOTU inh,TcdB inh,3CLpro inhibitor,PfHsp40 yeast,DUSP3 inh,BoNT-A LC inh2,Anthrax LF inh2,Yp Topo-I inh,BH1578 lux ind
S=c1[nH]nc([C@@H]2C[C@H]2c2ccccc2)n1-c1ccccc1,-9,2,.,6,0.9,2,-1.2,-2,-4,-0.5
O=c1cc(NCc2ccco2)[nH]c(=O)n1-c1ccc(Br)cc1,-4,3,.,-1,1.8,13,0.1,0,0,i
CCN(CC)S(=O)(=O)c1ccc(NC(=O)CCC2CCCCC2)cc1,-6,17,.,-1,0.1,-6,-1.4,-1,0,-2.0
O=C(Nc1cccc(S(=O)(=O)N2CCCCC2)c1)c1ccc2c(c1)OCO2,2,30*,-4.0,3,3.4,-7,0.3,0,-1,i
CC/C(=N\NC(=S)Nc1ccc(OC)cc1)c1ccc(OC(F)F)cc1,.,5,.,2,-0.3,-3,0.3,-1,-6,-4.2
COc1ccc(/C=C2\SC(=O)N(CCNC(=O)C3=COCCO3)C2=O)cc1,2,36*,-9.4,.,-0.6,.,1.2,0,0,i
CCOc1ccc(NC(=S)NN2C(C)CCCC2C)cc1 (stereo not given),-7,-10,.,2,-0.6,-5,0.7,3,1,-0.4
CCCCN(C)C1=CC2=CC(=C(C#N)C#N)CCC2CC1 (stereo not given),-11,8,-0.6,-60,1.6,5,8.6,38*,2,-0.3
O=C(Nc1ccc2oc(=O)ccc2c1)c1ccc(-c2ccc(Cl)cc2)o1,-11,3,.,1,-0.7,13,0.0,-2,4,-0.2
Cc1ccc(NC(=O)c2ccc(F)cc2F)cc1,-18,0,1.0,.,-1.8,.,-0.3,1,10,-5.9
CC[C@]1(C(=O)OC)[C@H]2C(=O)N(C)C(=O)[C@H]2[C@H]2CN=C(SCc3ccc(C#N)cc3)N21,1,0,0.5,.,-0.4,.,0.1,-2,-4,i
Cc1ccc(CSc2ncnc3c2cnn3Cc2ccccc2)cc1C,-8,6,.,-4,1.0,10,2.8,-5,-3,i
COc1ccccc1-n1cnnc1SC1CCOC1=O (stereo not given),-3,1,.,-1,-0.5,21,-0.5,-2,-1,-0.3
CCCOC(=O)/C(=C\c1ccc([N+](=O)[O-])o1)NC(=O)c1ccccc1,-3,18,.,-3,-0.6,-4,0.9,1,-7,0.6
O=C1NCCCC1C(=O)N/N=C/c1ccc(Cl)cc1 (stereo not given),i,-19,-0.1,3,-1.9,-8,-2.3,-9,-9,i
Cc1sc(-n2c(C)cc(/C=C3\SC(=S)NC3=O)c2C)c(C#N)c1C,-4,12,-0.6,6,-0.2,3,3.7,-1,8,i
COC(=O)C1=C(c2ccc(OCc3ccccc3)cc2)C[C@@H]2CC[C@H]1N2C(=O)NCc1ccccc1,-10,-6,7.4,.,0.2,.,-0.6,-3,3,-0.4
N#Cc1ccccc1Cn1c(=O)n(C2CCCC2)c(=O)c2ccccc21,-9,-13,.,-6,9.3,12,-0.2,-2,16,i
C[C@H]1COc2cccc(N3CCN(Cc4ccccc4F)CC3)c2S(=O)(=O)N1,.,0,1.9,.,.,.,0.3,-1,.,.
NC(c1csc(Nc2cc(Oc3ccccc3)ncn2)n1)C1CCCCC1 (stereo not given),.,8,-0.2,.,.,.,-0.4,0,-19,0.4
S=C1NC(c2ccccc2)=NCN1c1ccccc1,-13,2,.,6,0.9,24,-0.3,-3,-6,-3.4
COc1ccc(S(=O)(=O)N2CC(=O)Nc3ccccc32)cc1C,-6,6,1.1,0,-0.7,13,-1.3,-7,2,1.5
O=C(CCCN=C1NS(=O)(=O)c2ccccc21)OCC(=O)c1ccccc1,1,-2,1.0,.,0.3,.,-1.6,-3,-1,i
N#CC1=C2SCN(Cc3ccccc3)CN2C(=O)CC1c1ccc2c(c1)OCO2 (stereo not given),-9,3,.,7,1.6,3,0.7,-3,8,-0.2
CCOC(=O)c1[nH]c(C)c(C(=O)OCC(=O)NCc2ccc(OC)c(OC)c2)c1C,0,-2,1.2,.,-0.1,.,0.2,-3,-8,i
N#Cc1c(NC(=O)c2ccncc2)sc2c1CCC2,-18,.,0.6,0,0.3,3,0.1,-7,9,-0.3
COc1ccc(OC)c(S(=O)(=O)NC2CCCCC2)c1,-11,27,3.0,-6,-1.1,-12,-1.5,-2,-3,-0.2
Cc1cc(C)c(S(=O)(=O)/N=C2/C=C(SCC(=O)O)C(=O)c3ccccc32)cc1C,.,.,.,7,1.1,-29,0.5,-3,-2,i
Cc1cc(C)nc(NC(=NCCc2c[nH]c3ccccc23)NC(=O)C(C)(C)C)n1,4,-8,1.3,4,-0.9,-20,-1.3,6,9,-0.5
CN(C(=O)/C=C/c1ccc2c(c1)OCO2)c1ccccc1,1,4,0.7,-4,0.0,7,-0.2,-2,12,2.2
Cc1cc(C)c(S(=O)(=O)Nc2ccccc2C(=O)N2CCOCC2)c(C)c1,-17,8,0.5,-4,-0.6,1,2.8,0,3,0.8
Cc1ccc(C)c(S(=O)(=O)N2CCN(C(=O)Cn3[nH]c(=O)c4ccccc4c3=O)CC2)c1,-20,11,0.0,.,0.2,.,-3.6,-3,31,1.4
CC(C)(C)NC(=S)NCCc1ccccc1,-10,-2,.,-1,-0.2,35,0.3,1,1,-0.7
CCOC(=O)c1sc(NC(=O)Cn2nnc3sc4c(c3c2=O)CCC(C(C)(C)C)C4)nc1C (stereo not given),1,-8,0.2,-5,-0.6,-14,0.1,-3,-7,i
COC(=O)C(Cc1cnc(Cl)s1)(C(=O)OC)c1ccccc1[N+](=O)[O-],0,9,.,7,-1.2,15,0.1,1,5,-14
C=CCNc1ncnc2c1ncn2[C@H]1CN(C2CCCC2)C[C@@H](CO)O1,.,5,2.4,.,.,.,-0.4,-4,-1,-0.3
CCCN=C1N(C)C[C@@H]2[C@@H]3C(=O)N(C)C(=O)[C@@H]3[C@](Cc3ccccc3)(C(=O)OC)N12,-6,-1,0.6,.,0.1,.,0.0,5,-5,-2.0
COc1cc(C)c(CNc2cccc(C)c2)cc1C,-9,1,-3.3,2,1.8,-4,-2.4,-6,1,i
Cc1cc(C)n2nc(C(=O)Nc3nccs3)nc2n1,-4,-6,.,0,-1.7,-6,-1.0,1,0,-3.8
Cc1ccc(CNc2ccc(CNc3ncn[nH]3)cc2)cc1,14,-12,.,3,1.5,12,-2.2,-6,1,-5.4
OC(c1ccccc1)c1nc(-c2ccccc2)cs1 (stereo not given),.,12,0.9,.,.,.,-0.1,5,2,-1.3
CCOC(=O)C1(C)CCCN(C(=O)c2ccc3c(c2)OCO3)C1 (stereo not given),.,4,0.2,.,.,.,-0.4,-6,-1,-2.5
O=C1CSC(=Nc2cccc([N+](=O)[O-])c2)N1,-15,-8,0.3,3,-0.9,-17,0.1,-10,3,i
O=C(O)CCCC(=O)Nc1cccc(C(=O)Nc2ccccc2C(=O)O)c1,-4,-4,-1.1,0,0.5,9,-0.1,2,4,-0.2
Cc1sc2nc(CSCC(=O)N(CCC#N)c3ccccc3F)[nH]c(=O)c2c1C,-9,4,0.4,.,0.0,.,2.5,3,5,-1.2

# Some entries already given, showing only Anthrax LF inh2, CCHFV vOTU inh and Yp Topo-I inh.
SMILES | Anthrax LF inh2 | CCHFV vOTU inh | Yp Topo-I inh
COC(=O)C(Cc1cnc(Cl)s1)(C(=O)OC)c1ccccc1[N+](=O)[O-] | 1 | 9 | 5
C=CCNc1ncnc2c1ncn2[C@H]1CN(C2CCCC2)C[C@@H](CO)O1 | -4 | 5 | -1
CCCN=C1N(C)C[C@@H]2[C@@H]3C(=O)N(C)C(=O)[C@@H]3[C@](Cc3ccccc3)(C(=O)OC)N12 | 5 | -1 | -5
COc1cc(C)c(CNc2cccc(C)c2)cc1C | -6 | 1 | 1

# (next part)
SMILES,PriA SSB inh,CCHFV vOTU inh,TcdB inh,3CLpro inhibitor,PfHsp40 yeast,DUSP3 inh,BoNT-A LC inh2,Anthrax LF inh2,Yp Topo-I inh,BH1578 lux ind
COc1ccc(S(=O)(=O)N2CCOCC2)cc1NC(=O)CN1CCCCCC1,-22,-3,-2.1,1,-0.6,28,-0.1,-5,4,i
O=C1/C(=C\c2ccc(O)c(O)c2)N=C2CCCCCN12,-12,-13,-4.5,-3,1.3,5,-0.1,-14,5,-0.6
Cc1nnc(NC(=O)c2cccc(F)c2)s1,8,26,.,-6,0.6,15,0.8,-7,-3,.
CCOC(=O)n1c(=O)n(C)c2ccc(Br)cc21,-6,-2,1.3,5,-0.7,5,-0.2,-12,0,0.0
COC(=O)c1ccc(CNC(=O)COC(=O)/C=C/c2cc(OC)c(OC)c(OC)c2)cc1,-7,-7,-0.7,.,0.6,.,0.0,-2,-11,i
C/C(NCCCn1ccnc1)=C(\C#N)C(N)=O,11,-5,.,5,1.7,21,0.2,-3,5,-0.4
CC(=O)NC(c1ccco1)c1cc(Cl)c2cccnc2c1O (stereo not given),.,0,0.2,.,.,.,0.1,0,-5,-0.4
COc1cccc(CNC(=O)c2c(C)nn(-c3ccccc3)c2C)c1,3,2,1.6,7,1.2,8,0.2,-3,10,-0.5
Cc1ccc(N)c2c1OCCC2=O,-3,3,.,1,-0.9,-8,1.1,-2,-2,-0.2
CC(C)COCC1CC2(CC(C)C(=O)CC2=O)C(=O)O1 (stereo not given),-17,3,.,-1,-0.7,-2,-0.3,0,-5,-0.3
Cc1cc(C)cc(CC2CC(=O)N(c3nc(C)cc(C)n3)C2=O)c1 (stereo not given),-7,-7,.,4,0.1,.,0.7,-1,-3,-6.2
CCN(CC)CC(O)COc1ccc2c(c1)c(C(C)=O)c(C)n2-c1ccccc1 (stereo not given),3,6,.,0,3.6,35,-0.2,1,-1,-0.2
O=C(CNC(=O)c1ccco1)NCC(=O)OCc1c(F)cccc1Cl,-26,-14,0.1,2,-1.0,14,0.6,5,4,-0.2
Cc1ccc(NC(=O)CC(=O)Nc2ccc(C)c(C)c2)cc1C,5,14,-2.1,3,2.2,12,1.0,-1,13,-0.3
CC(C)(C)OC(=O)NCC(=O)Oc1cc2oc(=O)cc(-c3ccccc3)c2cc1Cl,-16,-18,-0.7,5,23,2,0.6,-2,1,i
COc1ccc(NC2=C(C(C)=O)C(c3ccc4c(c3)OCO4)C(C(C)=O)C(C)(O)C2)cc1 (stereo not given),11,-9,.,0,1.8,22,-2.3,-6,11,-1.7
Cn1c(O)c(C(=Nc2ccc(F)cc2)c2ccccc2Cl)c(=O)n(C)c1=O,-2,3,0.5,9,?,-3,5.2,13,7,-0.7
COc1cc(NCCCCCCCN)c2ncccc2c1,-1,.,.,5,1.0,4,2.6,-10,6,i
O=C(O)CCC(=O)NNC(=O)COc1ccc(Cl)cc1Cl,-12,2,1.9,2,-0.8,27,-1.1,-5,3,-0.5
CC(OC(=O)C1CSC2(C)CCC(=O)N12)C(=O)Nc1ccc(F)cc1 (stereo not given),-12,3,0.1,.,-1.5,.,0.3,8,-1,i
N#Cc1ccc(C(=O)Nn2cnnc2)cc1,-5,-6,-0.7,-5,-2.1,.,-1.1,9,7,i
O=C(CNC(=O)c1ccc(-c2ccccc2)cc1)OCc1c(Cl)cccc1Cl,-19,-2,.,-1,-0.5,-3,-0.8,-1,5,-0.1
O=C(C1CCN(S(=O)(=O)c2ccc(F)cc2)CC1)N1CCOCC1,-3,-16,.,-1,0.3,8,-1.9,-7,2,-12
COc1cccc(-n2c(SCC(=O)Nc3nc4ccccc4s3)nc3ccccc3c2=O)c1,-3,-7,0.9,2,.,7,.,.,.,.
Cc1cc2nc(-c3nnnn3C3CCCCC3)c(=O)[nH]c2cc1C,.,4,0.2,.,.,.,6.8,-5,.,.
OCC1(CCOc2ccccc2)CCN(Cc2cccn2-c2ncccn2)CC1,11,-4,0.7,0,-1.7,10,-0.1,4,-12,-0.8

# Compound activity: PubChem, several laboratories

# These rows are one share of the data; the hit share may differ from the screen's.
